# TcdB inh: TcdB glycohydrolase inhibitors, primary screen, biochemical, single point, plate reader | actives 0.24% (n = 350,000) | inhibition, % at 9.99 µM | Toxin B (Clostridioides difficile), P18177 | TcdB glycohydrolase enzymatic assay; in the data active = inhibition above about 10%
# Anthrax LF prot: Bacillus anthracis LF protease inhibitors, primary screen, biochemical, multiplex microsphere, MLPCN library. multiplex microsphere protease cleavage assay. inhibition, % at 10 µM. actives 0.12% (n = 360,000); note: plate controls were buffer without enzyme for full effect and enzyme alone for no effect
# BoNT-A LC inh2: BoNT/A light chain protease inhibitors, primary screen, biochemical, flow cytometry, MLPCN library. multiplex microsphere protease substrate cleavage. actives 0.17% (n = 360,000). inhibition, % at 10 µM; note: plate controls were buffer without enzyme for full effect and enzyme alone for no effect
# Yp Topo-I inh: Yersinia pestis topoisomerase I inhibitors, primary screen, biochemical, cleavage product accumulation, plate reader, single point; DNA topoisomerase I (Yersinia pestis CO92); Y. pestis Topo-I cleavage product accumulation; activity, % at 10 µM; actives 0.064% (n = 360,000); AID 504884, 2011; in the data active = activity above about 50%, passing the limit was not always enough; inconclusive = no clear call, values can overlap the other calls; note: inactives centre near 2
# BoNT F protease: BoNT/F light chain protease inhibitors, primary screen, biochemical, flow cytometry, MLPCN library. Botulinum neurotoxin type F light chain protease (Clostridium botulinum). Multiplex microsphere protease cleavage assay. inhibition, % at 10 µM. actives 0.22% (n = 360,000); in the data active = inhibition above about 35%, passing the limit was not always enough; inconclusive = no clear call, values can overlap the other calls; note: plate controls were buffer without enzyme for full effect and enzyme alone for no effect
# CCHFV vOTU inh: CCHFV vOTU protease inhibitors, primary screen, biochemical, Pep-AMC substrate, fluorescence. AID 651958, 2012. inhibition, % at 11.5 µM. actives 0.55% (n = 370,000); in the data active = inhibition above about 30%; note: 0% = vehicle wells with enzyme and 100% = no enzyme wells
# PrPC TRFRET: inhibitors of human cell surface prion protein PrPC, primary screen, cell-based, TR-FRET | Major prion protein (Homo sapiens), P04156 | TR-FRET read-out | inhibition, % at 13.8 µM | actives 0.43% (n = 370,000); in the data active = inhibition above about 24%; note: 0% = median of the test wells and 100% = reference compound wells
# FadD28 FP inh: inhibitors of FadD28 bisubstrate probe binding, primary screen, biochemical, fluorescence polarization, single point | actives 0.22% (n = 360,000) | Mycobacterium tuberculosis FadD28 fatty-acid-AMP ligase | inhibition, % at 12.5 µM; in the data active = inhibition above about 8.5%, passing the limit was not always enough; inconclusive = no clear call, values can overlap the other calls
# PfHsp40 rescue: rescue of yeast from PfHsp40 toxicity, primary screen, S. cerevisiae, ATP luminescence; S. cerevisiae expressing PfHsp40, growth rescue; growth rescue, % at 12.5 µM; actives 0.68% (n = 340,000); AID 504582, 2011; in the data active = growth rescue above about 28%, passing the limit was not always enough; inconclusive = no clear call, values can overlap the other calls;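 note: yeast W303a lacking pdr1 and pdr3 grown in galactose medium; growth measured after three days at 30 °C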
# Active calls of the source: *; u = inconclusive; x = not tested or not shown; & = joins results of further samples. Cut-off read from the data, not from the text of the source, unless noted: active = inhibition above about 30%; inconclusive = no clear call, values can overlap the other calls; inactive = below that.
# Screens in order – PfHsp40 rescue	PrPC TRFRET	FadD28 FP inh	TcdB inh	Yp Topo-I inh	BoNT-A LC inh2	Anthrax LF prot	CCHFV vOTU inh	BoNT F protease
COc1cc(C(=O)N2CCC(NC(=O)C(Cc3ccc(C)cc3)NC(C)=O)CC2)cc(OC)c1OC (stereo not drawn)
 : -0.8	4	0.0	1.2	2	-0.5	-4	-14	-1
CC1Cc2ccccc2N1Cc1cccc(S(=O)(=O)N(C)C)c1 (stereo not drawn)
 : 0.1	9	-0.3	1.3	23	-1.7	12	-3	-4
CCOc1ccc(-n2c(C)c(C(C)=O)c3cc(O)ccc32)cc1
 : 0.7	1	-0.5	1.8	-3	-2.7	7	-5	19
Cc1ccc(C(=O)NCCCNC(=O)COc2ccccc2Cl)cn1
 : 1.0	-2	-3.6	-0.8	-2	-6.4	14	6	-11
CC(C)Cc1c(O)nc(SCC(=O)N2CCCCCC2)[nH]c1=O
 : -0.1	-5	-3.2	-1.1	5	-5.4	5	0	-17
Nc1ccc(Nc2ccccc2)c(S(=O)(=O)O)c1
 : 41*	1	81*	-2.8	4	-0.9	1	-20	-8
CCCNC(=O)c1ccc(N2CCC3(CC2)CC(c2cccc(Br)c2)=NO3)c([N+](=O)[O-])c1
 : 1.8	-9	-0.3	0.8	0	-1.0	1	14	-1
COc1ccc2c(c1)c1nnc(SCC(=O)N3C(C)CCCC3C)nc1n2C (stereo not drawn)
 : 0.5	-22	1.3	x	10	-1.0	10	8	0
COc1cccc(-c2cccc3c2NC(=O)C3(C)Cc2cccc(F)c2)c1 (stereo not drawn)
 : x	8	-7.6	0.0	46	0.1	-6	3	9
CC(=O)Oc1ccc(C(=O)Nc2ccc(S(=O)(=O)N3CCOCC3)cc2)cc1
 : 0.0	-4	-1.4	0.6	-14	-2.9	-4	-9	-13
CN(Cc1ccon1)C(=O)C1CCC(=O)N(Cc2ccc(Cl)cc2)C1 (stereo not drawn)
 : -0.4	3	-1.4	1.9	0	-0.5	-1	4	-7
O=C(Nc1ccn(CCCN(CCCn2ccc(NC(=O)OCc3ccccc3)nc2=O)CCc2cc3ccccc3[nH]2)c(=O)n1)OCc1ccccc1
 : -1.0	-2	-5.1	1.2	77*	-0.1	-3	12	-10
CCCn1nnnc1NCc1c(Cl)cccc1Cl
 : -0.6	2	-2.9	1.2	-14	-0.6	-3	-6	1
CN(c1ccc(C(=O)N2CCOCC2)cc1)S(=O)(=O)c1ccc(Cl)cc1
 : -1.4	3	-1.2	-0.8	10	-2.6	1	9	0
Cc1ccc(S(=O)(=O)N(C)c2ccc(OCC(=O)Nc3ccc(S(C)(=O)=O)cc3)cc2)cc1
 : 1.3	1	-2.7	0.8	28	-0.4	-10	3	-9
COC(=O)c1nn(-c2ccccc2)c(Sc2ccc(C)cc2)c1/C=N/O
 : 0.5	6	-4.3	x	27	0.1	1	-1	0
OCC[C@H]1C[C@H](O)[C@@H](O)[C@]2(Cc3ccccc3O2)O1
 : -0.5	-2	-0.3	1.3	4	-0.7	-1	3	-3
COc1cc(S(=O)(=O)N2CCOCC2)ccc1NC(=O)CN1c2cccc3cccc(c23)S1(=O)=O
 : 1.0	-3	-1.5	0.3	18	1.6	2	-5	2
Cc1noc(C)c1NC(=O)Nc1cccc2c1O[C@@H](CN(C)C)[C@@H](C)CN([C@H](C)CO)C2=O
 : -1.7	0	-1.4	0.0&2.0	-12	-0.6	-4	-12	-8
Cc1cccnc1NC(=O)CCNS(=O)(=O)c1ccc2c(c1)c(=O)n(C)c(=O)n2C
 : 0.1	-2	-1.4	1.9	1	0.3	6	13	0

# Record cards (already shown).
# Nc1ccc(Nc2ccccc2)c(S(=O)(=O)O)c1 in the list: PfHsp40 rescue = 41*; PrPC TRFRET = 1; FadD28 FP inh = 81*; TcdB inh = -2.8; Yp Topo-I inh = 4; BoNT-A LC inh2 = -0.9; Anthrax LF prot = 1; CCHFV vOTU inh = -20; BoNT F protease = -8
# CC(C)Cc1c(O)nc(SCC(=O)N2CCCCCC2)[nH]c1=O in the list: PfHsp40 rescue = -0.1; PrPC TRFRET = -5; FadD28 FP inh = -3.2; TcdB inh = -1.1; Yp Topo-I inh = 5; BoNT-A LC inh2 = -5.4; Anthrax LF prot = 5; CCHFV vOTU inh = 0; BoNT F protease = -17

# Next entries follow.
# Screens in order – PfHsp40 rescue	PrPC TRFRET	FadD28 FP inh	TcdB inh	Yp Topo-I inh	BoNT-A LC inh2	Anthrax LF prot	CCHFV vOTU inh	BoNT F protease
C=CCN(CC=C)Cc1c(O)ccc2c(=O)c(-c3ccccc3)coc12
 : -0.9	7	-0.7	-0.2	8	-1.4	14	-48	0
Cc1ccc2c(c1)c(C)c(C)n2CC(O)Cn1nnc2ccccc21 (stereo not drawn)
 : 1.8	3	-1.2	x	-3	10	-56	5	-55
COc1ccc(C(=O)N(CC(=O)Nc2sc(C)c(C)c2C(N)=O)C2CCCC2)cc1
 : 2.5	5	1.6	1.8	13	1.2	-2	-2	20
C=CCn1c(=S)[nH]c2scc(-c3cccs3)c2c1=O
 : 1.0	23	1.7	0.1	-1	-0.5	-2	0	2
COc1ccc(NN=Nc2ccc([N+](=O)[O-])cc2)cc1
 : 0.3	4	-1.1	-0.2	-12	2.4	-16	-7	-19
CC(=O)Nc1cccc(OCCCNC(=O)c2ccc(F)cc2)c1
 : -0.7	2	-3.3	0.3	-3	u	2	-7	u
Cc1cc(C(=O)OCC(=O)c2c(N)n(C)c(=O)n(C)c2=O)c(C)n1-c1ccccc1
 : -1.0	-6	-1.9	x	0	-0.4	-1	3	-11
CN1CCc2c(c3c(n2C)CCN(C)C3c2ccc(F)cc2)C1c1ccc(F)cc1 (stereo not drawn)
 : -1.0	-5	-2.1	x	10	-0.5	-2	-9	-1
CCc1ccc(C(=O)NNC(=O)c2ccc3c(=O)n4c(nc3c2)CCC4)cc1
 : -1.1	4	1.0	-6.7	11	-2.9	-3	18	-9
O=C(N/N=C/c1ccc(OC(=O)c2ccco2)cc1)c1ccc[n+]([O-])c1
 : 3.5	0	-1.6	-1.1	-9	1.4	5	2	-3
COc1ccc(NCc2nc3ccccc3n2C)cc1
 : -0.1	-4	-1.1	1.1	5	-6.9	2	-6	-19
CCNc1nc(Oc2ccc(=O)n(-c3ccccc3)n2)nc(N2CCOCC2)n1
 : 1.5	0	-0.6	x	1	0.3	-3	-4	4
Cc1ccc(CNC(=O)/C=C/c2cccs2)cc1
 : -0.6	1	-3.5	0.5	-5	-0.5	1	-2	-4
COC(=O)c1c(-c2ccccc2Cl)noc1/C=C/N(C)C
 : -0.1	0	2.3	2.5	4	-0.3	-2	-2	-1
Cc1cc(C)cc(C(=O)NCC(=O)NCc2ccc(S(N)(=O)=O)cc2)c1
 : -0.1	-4	-2.8	0.3	-1	-1.7	-4	4	-9
CC(=O)Nc1ccc2nc(NC(=O)COc3ccc([N+](=O)[O-])cc3)sc2c1
 : -1.7	-8	-1.8	0.2	-1	-1.3	-8	-9	-10
Cc1ccc(OCc2cc(C(=O)N(C)C3CCCc4ccccc43)no2)cc1C (stereo not drawn)
 : x	0	-0.3	-0.6	0	-0.2	-3	7	-6
Cc1c(Br)c([N+](=O)[O-])nn1CCCC(=O)NC(C)c1ccccc1 (stereo not drawn)
 : 0.0	-14	-3.1	1.7	3	0.4	12	1	-11
O=C(c1cc(Cl)cc(Cl)c1)N1CCOCC1
 : -1.0	-2	-2.8	x	8	1.1	0	-5	2
Cc1ccc(-n2nc3c(=O)n(CC(=O)NCCCc4ccccc4)nc(C)c3c2C)cc1
 : 0.5	9	-3.6	0.1	4	1.2	-2	-1	1
Cc1ccc(CNC(=O)CN2C(=O)NC3(CC(C)CC(C)(C)C3)C2=O)cc1 (stereo not drawn)
 : 0.0	7	-2.8	3.8	-2	1.2	2	2	3
COc1ccc(-c2nnc3sc(COc4ccc(C)cc4)nn23)cc1
 : 0.2	-4	-0.6	x	12	0.8	-6	10	u
Cc1cccc(Nc2ccc(S(=O)(=O)N3CCOCC3)cc2[N+](=O)[O-])c1
 : 0.9	-30	-1.5	-1.3	23	-0.4	-11	29	0
CCN1C(=NCc2ccccc2)N[C@@H](c2ccccc2)[C@H](C(=O)OC)[C@H]1C
 : 1.0	-5	-0.1	2.0	-8	-0.1	1	3	-4
CC(=O)NC1=NN(C(C)=O)C(C)(c2ccccn2)S1 (stereo not drawn)
 : -0.6	13	-3.8	0.8	-8	-0.2	-2	-9	-3
CCc1cc2cc3c(cc2nc1SCC(=O)Nc1nnc(C)s1)OCCO3
 : -0.5	-7	-1.9	0.8	5	-0.4	-3	-1	-5
CCC(=O)Nc1nc(C)c(Oc2ccccc2)c(=O)[nH]1
 : -0.4	4	-2.3	x	-4	0.1	0	5	-2

# Individual results from the results shown.
# `CCCNC(=O)c1ccc(N2CCC3(CC2)CC(c2cccc(Br)c2)=NO3)c([N+](=O)[O-])c1` in FadD28 FP inh is entered as -0.3
# `COc1cc(C(=O)N2CCC(NC(=O)C(Cc3ccc(C)cc3)NC(C)=O)CC2)cc(OC)c1OC` (stereo not drawn) in PrPC TRFRET is entered as 4
# `Cc1ccc(C(=O)NCCCNC(=O)COc2ccccc2Cl)cn1` in BoNT-A LC inh2 is entered as -6.4
